TDP43 rescue: qHTS of TDP-43 Inhibitors; 410,000 tested, 1.8% active; TDP-43 expressing yeast growth rescue, BacTiter-Glo, 24 h; Potency, µM (titrated, usually from 46.1 µM), inactives show at the top dose growth rescue (activation), most hits filed as activators; further: potency means the concentration at half of the fitted maximal effect; % of control where 0% means no effect; nearly all actives have a fitted effect of over 50% in size
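Yeast expressing TDP-43 (pregrown in raffinose, seeded at OD600=0.02 in galactose medium) exposed to compounds 24 hr at 30 deg C. Growth read by BacTiter-Glo luminescence; rescue of toxicity appears as increased signal.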
GLP-1R inv ag: qHTS of GLP-1 Receptor Inverse Agonists (Inhibition Mode) | Glucagon-like peptide 1 receptor (Homo sapiens), P43220 | HEK293 GLP-1R CRE-luciferase, luminescence, 24 h; GLP-1R form is constitutively active | Potency, µM (titrated, usually from 38.3 µM), for inactives: at the top dose activity change, negative = inhibition, usual class: inhibitors | 410,000 tested, 1.6% active; further: potency means the concentration at half of the fitted maximal effect; on the % scale 0 is the no-effect control and ±100 the full control effect; nearly all actives have a fitted effect of over 55% in size
Target sequence (P43220 whole entry, looked up): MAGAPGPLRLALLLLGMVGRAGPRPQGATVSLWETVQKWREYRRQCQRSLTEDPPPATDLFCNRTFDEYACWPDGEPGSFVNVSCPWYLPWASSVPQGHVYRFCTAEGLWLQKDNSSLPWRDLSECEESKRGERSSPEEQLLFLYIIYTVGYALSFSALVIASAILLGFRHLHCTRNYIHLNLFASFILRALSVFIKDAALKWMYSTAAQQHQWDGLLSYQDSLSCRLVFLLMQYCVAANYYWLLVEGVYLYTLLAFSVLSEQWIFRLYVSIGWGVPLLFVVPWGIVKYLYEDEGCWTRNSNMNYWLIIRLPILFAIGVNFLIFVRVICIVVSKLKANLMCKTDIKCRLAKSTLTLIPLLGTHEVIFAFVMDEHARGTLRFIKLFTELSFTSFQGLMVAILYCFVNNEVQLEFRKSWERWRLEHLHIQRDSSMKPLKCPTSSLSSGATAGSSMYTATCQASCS
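Using stably transfected HEK293 (constitutively active GLP-1R, cAMP-luciferase reporter), compounds were incubated 24 hr and luciferase measured by luminescence.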
PTHR1 ag: qHTS for PTHR1 Agonists: Primary Screen | Parathyroid hormone/parathyroid hormone-related peptide receptor (Homo sapiens), Q03431 | HEK293 GP2 PTHR1 cells, GloSensor cAMP luminescence, 1 h | Potency, µM (highest dose often 115 µM), for inactives: at the top dose activation, actives largely listed as activators | 410,000 tested, 0.075% active | AID 743266, 2014; further: potency means the concentration at half of the fitted maximal effect; nearly all actives have a fitted effect of over 55% in size; some results filed as inactive show a strong effect at the top dose; inactives centre near -15; many of its hits are not listed in these tables
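HEK-293-derived GP2 cells expressing PTHR1 and a GloSensor cAMP reporter, 3,000/well, plated overnight, given luciferin plus IBMX (each 0.5 mM as added) for 1 h at 37 °C, then compound for 1 h at 37 °C. Luminescence was read after 15 min at room temperature.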
aSyn yeast inh: qHTS of alpha-syn Inhibitors. Yeast expressing alpha-synuclein, growth rescue, BacTiter-Glo, 24 h. Potency, µM (titrated, usually from 46.1 µM), without a hit: at the top dose growth rescue (activation), usual class: activators. 370,000 tested, 0.14% active. AID 652106, 2013; further: potency means the concentration at half of the fitted maximal effect; % of control where 0% means no effect; nearly all actives have a fitted effect of over 65% in size
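Rescue of yeast growth: cells expressing toxic alpha-synuclein, induced in galactose at OD600 0.02, incubated with compound 24 h at 30 C. ATP luminescence quantified growth; inhibitors of toxicity appear as activators.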
FUS suppressor: qHTS for Suppressors of FUS Proteinopathy: Primary screen using FUS-linked yeast assay; S. cerevisiae FUS-expressing, growth rescue, OD600, 24 h; Potency, µM (series often up to 76.6 µM), for inactives: top-dose growth rescue (activation), most hits filed as activators; 390,000 tested, 0.24% active; AID 1347120, 2019;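 further: potency means the concentration at half of the fitted maximal effect; plate controls were DMSO vehicle for no effect and reference control for full effect; nearly all actives have a fitted effect of over 55% in size; some results filed as inactive show a strong effect at the top dose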
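Yeast FUS proteinopathy model; galactose-induced FUS (2%), starting OD 0.005. Cpds in dilution series, 24hr, 30C, 99% humidity. Abs 600 nm growth. Pos ctrl CP55940 (top 92uM final); neg ctrl DMSO.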
Abeta yeast res: qHTS for compounds that reverse cellular toxicity of Amyloid beta (A-beta) peptide in yeast: Primary Screen; yeast expressing A-beta42, growth rescue, OD600, 48 h; response scale: 0% DMSO, 100% iron-clioquinol control; 410,000 tested, 0.063% active; Potency, µM (highest dose often 46.1 µM), for the others: at the highest dose growth rescue, usual class: activators; further: potency means the concentration at half of the fitted maximal effect; nearly all actives have a fitted effect of over 55% in size
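Yeast A-beta toxicity model in growth medium with pinned compounds, 48 h at 30 C; growth read as absorbance at 600 nm. Normalized to FeCl3/clioquinol equimolar mix (positive) and DMSO (negative).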
Akt phos inh: HTS Assay for Inhibitors of Akt Phophorylation: Primary Screen; Neuro2A IGF-stimulated pAkt S473 HTRF, 20 min; active compounds read low; activity change, % for hits at 50 µM; 360,000 tested, 0.32% active; AID 651550, 2012; in the data active means activity change below about -80%; inconclusive means mostly about -51% to -80%; further: on the % scale 0 is the no-effect control and ±100 the full control effect
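Single-point screen (50 µM final compound) in Neuro2A cells stimulated 20 min with 6 nM IGF at 37 deg C. After lysis, Ser473-phosphorylated Akt read by HTRF (ex 330 nm, em 615/665 nm) as the 665/615 ratio.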
GLP-1R agonist: qHTS of GLP-1 Receptor Agonists | HEK293 GLP-1R CRE-luciferase, luminescence, 4-6 h; cells express a hypersensitive GLP-1R form | Glucagon-like peptide 1 receptor (Homo sapiens), P43220 | 380,000 tested, 0.007% active | Potency, µM (top dose mostly 45.6 µM), without a hit: at the highest dose activation, usual class: activators; further: potency means the concentration at half of the fitted maximal effect; % of control where 0% means no effect
D3 antag: qHTS of D3 Dopamine Receptor Antagonist: qHTS; D(3) dopamine receptor (Homo sapiens), P35462; D3R cells, DiscoveRx beta-arrestin luminescence, antagonist mode; active compounds read low; max response, negative = inhibition, %; 360,000 tested, 2.5% active; AID 652054, 2013; in the data active means max response below about -50%; inconclusive means no clear call, values can overlap the other calls; further: on the % scale 0 is the no-effect control and ±100 the full control effect; mostly tested at two doses, the higher about 12 µM
Target sequence (P35462 whole entry, looked up): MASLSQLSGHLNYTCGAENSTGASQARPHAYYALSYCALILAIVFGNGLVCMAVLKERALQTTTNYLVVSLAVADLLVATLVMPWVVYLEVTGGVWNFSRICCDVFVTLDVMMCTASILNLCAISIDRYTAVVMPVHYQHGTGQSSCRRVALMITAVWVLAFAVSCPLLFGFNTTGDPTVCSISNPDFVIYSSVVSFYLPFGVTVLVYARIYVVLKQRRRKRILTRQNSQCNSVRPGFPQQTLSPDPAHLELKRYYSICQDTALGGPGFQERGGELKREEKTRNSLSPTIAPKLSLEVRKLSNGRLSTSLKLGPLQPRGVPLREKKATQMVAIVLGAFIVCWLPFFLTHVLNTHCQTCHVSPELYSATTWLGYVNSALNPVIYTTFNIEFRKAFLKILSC
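Cells plated overnight at 1500 cells/well, then exposed to library compounds with dopamine controls for 90 minutes at 37 degrees C. DiscoveRx reagent added for 30–60 minutes at room temperature; luminescence read, quantitative HTS format.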
* hit, by the source's call; i = inactive; ? = inconclusive; nt = no result given; & = joins results of further samples; [ ] = remark or other dose. Unless noted, the call rests on the fitted dose curve; in most records, active means well fitted curve in the direction sought with a large enough effect; inconclusive means small, poorly fitted or top-dose-only effect, or another doubt; inactive means no such curve, though single readings can be large; an effect the other way counts as inactive or inconclusive.

molecule	TDP43 rescue	GLP-1R inv ag	PTHR1 ag	aSyn yeast inh	FUS suppressor	Abeta yeast res	Akt phos inh	GLP-1R agonist	D3 antag
Cc1ccc(S(=O)Cc2ccc(C(=O)NC3CCCCCC3)o2)cc1 (stereo unspecified)	6%	-7%	-39%[inhibitor]	nt	-10%	-15%	nt	0%	nt
CC1(C)CC(=O)C=C(c2ccc(-c3ccc(S(C)(=O)=O)cc3)cc2)C1=O	0%	10%	-42%	-41%[inhibitor]	26%	-15%	i	-4%	4
CC(=O)OC1CCC2(C)C(CCC3C4CC=C(C(C)=O)C4(C)OC(=O)CC32)C1 (stereo unspecified)	-85%[inhibitor]	?	-6%	-19%	0%	-72%[inhibitor]	i	-6%	-94*
C[C@H](NC(=O)NCc1ccc(F)cc1)C(=O)O	-11%	10%	9%	?	nt	-8%	i	2%	?
COc1ccc(NC(=O)c2cccnn2)cc1	-1%	-1%	i	-16%	-73%	-14%	i	-5%	4
CCCn1c2ccccc2c2cnn(CC(=O)NCCCN3CCCCC3CC)c(=O)c21 (stereo unspecified)	1%&3%	?	-3%	-3%	7%&16%	6%&-12%	i	4%	-15
Cc1cc(C)nc(NC(=O)c2ccc(Cl)c([N+](=O)[O-])c2)n1	-3%	16%	i	-1%	22%	-11%	i	7%	-24
Cc1ccc(NC(=O)COc2ccc(N(C)S(=O)(=O)c3ccc(F)cc3)cc2)cc1	10%	?	-36%[inhibitor]	9%	14%	10%	i	6%	0
CC1=C(C(=O)N(C)C)CC(CC(=O)NC(c2ccccc2)c2ccccc2)C(=O)N1CCC1=CCCCC1 (stereo unspecified)	2%	?	-23%	-2%	?	2%	i	6%	3
CCc1nnc(NS(=O)(=O)c2ccc(N/C=C\C(=O)c3cccc4ccccc34)cc2)s1	14%	?	-21%	-38%[inhibitor]	nt	-17%	i	-2%	-23
CCN(CC)S(=O)(=O)c1ccc2[nH]cc(C(=O)NCCCN3CCCCC3C)c(=O)c2c1 (stereo unspecified)	-15%	0%	i	-6%	-1%	12%	i	-7%	19
Cc1csc(NC(=O)CCCNC(=O)c2ccc(Cl)cc2)n1	17%	8%	-24%	3%	-17%	4%	i	4%	11
CC(=O)Nc1ccc(Cl)cc1C(=O)O	20%	2%	-3%	10%	-1%	1%	i	-10%	-1
O=C(CSc1nc2nc(-c3cccs3)cc(C(F)(F)F)c2c(=O)[nH]1)C(F)(F)F	12%	124%[activator]	-11%	5%	-4%	23%	i	24%	-7
Clc1ccc(CN2CCN(c3ncccn3)CC2)cc1Cl	0%	?	-15%	0%	-10%	2%	i	1%	-25
COc1cccc(C(=O)n2nc(-c3cccnc3)nc2NCc2ccc(F)cc2)c1	7%	-2%	-5%	nt	17%	-8%	nt	nt	nt
CCCCSc1nc2sc3c(c2c(=O)n1-c1ccc(OC)cc1)CCN(C)C3	-13%	?	i	10%	42%	-33%[inhibitor]	i	5%	5
C=CC[C@@H](Cc1ccc(F)cc1)C(=O)OC[C@@H]1CCCN1C(=O)[C@@H](CC=C)CC(=O)N(CCO)Cc1ccccc1	1%	?	-9%	1%	?	9%	i	0%	0
CC1(C)CC[C@]2(C(=O)O[C@@H]3OC(CO)[C@@H](O)[C@H](O)[C@H]3O)CC[C@]3(C)C(=CCC4[C@@]5(C)CC[C@H](O[C@@H]6OC(C(=O)O)[C@@H](O)[C@H](O)[C@H]6O)C(C)(C)C5CC[C@]43C)[C@@H]2C1 (stereo partly specified)	20%	8%	i	9%	42%	-4%	i	-3%	24
Cc1ccc(C(=O)NNC(=O)c2ccc3ccccc3c2O)cc1	-15%	?	-8%	-10%	1%	-17%	i	-3%	7

Sorted by heavy-atom count (low to high): some entries from above
molecule	TDP43 rescue	GLP-1R inv ag	PTHR1 ag	aSyn yeast inh	FUS suppressor	Abeta yeast res	Akt phos inh	GLP-1R agonist	D3 antag
CC(=O)Nc1ccc(Cl)cc1C(=O)O	20%	2%	-3%	10%	-1%	1%	i	-10%	-1
C[C@H](NC(=O)NCc1ccc(F)cc1)C(=O)O	-11%	10%	9%	?	nt	-8%	i	2%	?
Cc1cc(C)nc(NC(=O)c2ccc(Cl)c([N+](=O)[O-])c2)n1	-3%	16%	i	-1%	22%	-11%	i	7%	-24

Profiles as entered above. Screens in order: TDP43 rescue | GLP-1R inv ag | PTHR1 ag | aSyn yeast inh | FUS suppressor | Abeta yeast res | Akt phos inh | GLP-1R agonist | D3 antag
Profile of COc1cccc(C(=O)n2nc(-c3cccnc3)nc2NCc2ccc(F)cc2)c1 = 7% | -2% | -5% | nt | 17% | -8% | nt | nt | nt
Profile of Cc1ccc(NC(=O)COc2ccc(N(C)S(=O)(=O)c3ccc(F)cc3)cc2)cc1 = 10% | ? | -36%[inhibitor] | 9% | 14% | 10% | i | 6% | 0

Remaining list, next part
molecule	TDP43 rescue	GLP-1R inv ag	PTHR1 ag	aSyn yeast inh	FUS suppressor	Abeta yeast res	Akt phos inh	GLP-1R agonist	D3 antag
CC(C)N1CCN(Cc2cnc(-c3ccccc3)s2)CC1CCO (stereo unspecified)	-22%	?	-9%	-8%	0%	-4%	i	7%	0
O=C1C2ON(c3ccc(Br)cc3)C(c3cccnc3)C2C(=O)N1C1CCCCC1 (stereo unspecified)	1%	8%	-3%	?	-11%	-40%[inhibitor]	i	-21%	17
O=C(NCC(c1ccc2c(c1)OCO2)N1CCOCC1)C(=O)Nc1ccccc1 (stereo unspecified)	?	18%	-2%	nt	-11%	9%	nt	nt	nt
Cc1cccc(CN2CCN(C(C)C(=O)NC(C)c3ccccc3)CC2)c1 (stereo unspecified)	-15%	?	-16%	1%	8%	-10%	i	7%	?
O=C1c2ccccc2C(=O)N1CCN1CCOCC1	-1%	15%	-9%	-10%	-1%	-7%	i	-2%	11
COc1ccc(CNC(=O)C2CCC(CNc3c(N4CCCCC4)c(=O)c3=O)CC2)cc1 (stereo unspecified)	-14%	1%	i	4%	9%	-20%	i	18%	-1
Cc1ccc(N(C(=O)Cc2c[nH]c3ccccc23)C(C(=O)NC2CCCCC2)c2ccco2)cc1 (stereo unspecified)	7%	?	i	-6%	?	-1%	i	-8%	-22
CCOc1ccc(CCNC(=O)CCc2c(C)nc3c(c(C)nn3-c3ccccc3)c2C)cc1OCC	-1%	-11%	-47%[inhibitor]	nt	13%	1%	nt	1%	nt
Cc1ccc(NC(=O)c2cc(S(=O)(=O)Nc3ccc(C)cc3)cs2)cc1	6%	?	-27%	0%	nt	0%	i	-9%	?
CCOc1nc(N2CCCCC2)nc(-n2cc(-c3ccccc3)nn2)n1	12%	9%	-7%[57.5 µM]	3%	4%	11%	i	4%	19
O=C(c1ccc(Cl)cc1)N(Cc1ccc(Br)cc1)N1C(=O)CCC1=O	10%[9.22 µM]	-1%	-39%	11%	12%	8%	i	7%	6
Cc1ccccc1NC(=O)COC(=O)c1cc[n+]([O-])cc1	15%	7%	i	7%	-2%	17%	i	-15%	28
CC(C)C(=O)Nc1nnc(SCc2cccc(F)c2)s1	?	-8%	-14%	5%	-16%	?	i	26%	-8
COc1ccccc1CCNC(=O)c1cccn1-c1nnc(N2CCCC2)s1	-5%	0%	-1%	nt	21%	2%	nt	nt	nt
Cc1ccc2c(CC(=O)OCc3csc(C)n3)coc2c1	7%	0%	-15%	11%	21%	5%	i	2%	6
O=C1NNC(c2ccccc2)=N/C1=C\c1ccco1	-23%[1.82 µM]	-4%	17%	3%	?	29%	i	5%	6
Cc1ccc(-c2nc(-c3ccccc3)no2)c(Cl)c1	3%	-69%	-95%[inhibitor]	-15%	-18%	-21%	i	-5%	1
Cc1cccn2c(=O)c3cc(C(=O)NC4CCS(=O)(=O)C4)n(Cc4ccccc4)c3nc12 (stereo unspecified)	-3%	43%[activator]	i	4%	7%	-1%	i	-6%	36
CCCN1CCN(C(=S)Nc2ccc(S(N)(=O)=O)cc2)CC1	-8%	-8%	i	0%	-13%	3%	i	7%	7
COC(=O)c1ccc(-c2sc3nc(N4CCOCC4)c4c(c3c2N)CCCC4)o1	2%	29%	i	7%	31%	-3%	i	11%	166
O=C(CN1C(=O)S/C(=C\c2ccccn2)C1=O)Nc1ccc(F)cc1	3%	6%	-3%	6%	-3%	14%	i	0%	13
O=C(O)c1cc(-c2ccco2)nc2cc3ccccc3cc12	-16%	-2%	-41%[inhibitor]	10%	10%	-12%	i	0%	-8
CCOC(=O)N1CCN(C(=O)CN(C2CCCCC2)S(=O)(=O)c2c(C)cc(C)cc2C)CC1	-3%	-8%	-29%	nt	35%	-22%	nt	10%	42
COc1cccc(-c2noc(-c3cc(C(C)C)[nH]n3)n2)c1OC	21%	-3%	-19%	nt	4%	0%	nt	nt	nt

Compound activity from PubChem.

Only part of the results is shown; the hit share may differ from the screen's.
